# PREPL inh: PREPL enzyme inhibitors, primary screen, biochemical, fluorescence polarization. Prolyl endopeptidase-like (Homo sapiens), Q4J6C6. hit rate 0.68% among 320,000. AID 2751, 2010. recombinant PREPL, fluorescence polarization activity-based probe. inhibition, % at 5.96 µM; in the data active = inhibition above about 43%;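 also: 0% = enzyme with DMSO and 100% = wells lacking enzyme; many of its hits are not listed in these tables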
# Target sequence (Q4J6C6 whole entry, looked up): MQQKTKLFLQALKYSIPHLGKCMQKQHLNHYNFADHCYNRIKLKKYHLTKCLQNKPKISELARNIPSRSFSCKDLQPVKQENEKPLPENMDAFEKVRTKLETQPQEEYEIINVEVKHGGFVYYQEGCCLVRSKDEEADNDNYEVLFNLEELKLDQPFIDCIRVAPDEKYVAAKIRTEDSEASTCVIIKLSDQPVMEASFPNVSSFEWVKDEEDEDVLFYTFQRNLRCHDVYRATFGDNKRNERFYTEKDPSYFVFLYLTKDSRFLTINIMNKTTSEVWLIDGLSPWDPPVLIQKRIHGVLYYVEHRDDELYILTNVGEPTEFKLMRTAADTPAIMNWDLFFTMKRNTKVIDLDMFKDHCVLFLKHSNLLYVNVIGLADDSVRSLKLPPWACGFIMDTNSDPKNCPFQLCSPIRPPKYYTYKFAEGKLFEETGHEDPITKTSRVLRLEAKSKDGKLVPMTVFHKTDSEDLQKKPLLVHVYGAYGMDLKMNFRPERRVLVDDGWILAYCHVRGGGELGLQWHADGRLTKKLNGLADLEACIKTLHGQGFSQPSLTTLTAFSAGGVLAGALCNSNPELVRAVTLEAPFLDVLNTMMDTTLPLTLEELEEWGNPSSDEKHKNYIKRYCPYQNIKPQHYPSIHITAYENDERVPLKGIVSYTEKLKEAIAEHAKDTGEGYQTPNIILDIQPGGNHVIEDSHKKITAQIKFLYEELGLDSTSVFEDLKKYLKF
# pPAFAH inh: pPAFAH enzyme inhibitors, primary screen, biochemical, fluorescence polarization, human | Platelet-activating factor acetylhydrolase (Homo sapiens), Q13093 | recombinant pPAFAH, FP-rhodamine probe fluorescence polarization | inhibition, % at 3.39 µM | hit rate 1.5% among 330,000;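 active = inhibition above the mean inhibition across the screen plus 3 SD, cut at about 25% in these data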;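 also: inhibitors block binding of the rhodamine activity-based probe so polarization drops; 0% = enzyme with DMSO and 100% = wells lacking pPAFAH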
# LYPLA2 inh: LYPLA2 inhibitors, primary screen, counter-screen for PME1 inhibitor project, biochemical, fluorescence polarization, FP-Rh probe ABPP. hit rate 0.38% among 320,000. inhibition, % at 5.9 µM. recombinant LYPLA2;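 active = inhibition above the screen-wide mean plus 3 SD, limit set per campaign, cut at about 26% in these data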;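 also: 0% = LYPLA2 with DMSO and 100% = wells lacking LYPLA2 enzyme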
# Target sequence (O95372 whole entry, looked up): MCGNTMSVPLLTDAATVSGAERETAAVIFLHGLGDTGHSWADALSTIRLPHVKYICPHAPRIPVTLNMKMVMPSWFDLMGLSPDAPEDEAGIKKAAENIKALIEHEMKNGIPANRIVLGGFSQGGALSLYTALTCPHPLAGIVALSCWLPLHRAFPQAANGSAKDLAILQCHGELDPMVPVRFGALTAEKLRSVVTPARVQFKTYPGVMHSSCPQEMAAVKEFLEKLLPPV
# LYPLA1 inh: LYPLA1 inhibitors, primary screen, counter-screen for PME1 inhibitor project, biochemical, fluorescence polarization, FP-Rh probe ABPP; inhibition, % at 5.9 µM; AID 2174, 2009; hit rate 0.16% among 320,000; recombinant LYPLA1;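 active = inhibition above the mean of all tested compounds plus 3 SD, set per campaign, cut at about 14% in these data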;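 also: inhibitors block serine hydrolase probe labeling of LYPLA1 so polarization falls; 0% = enzyme with DMSO and 100% = wells lacking LYPLA1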
# PME-1 primary: PME-1 inhibitors via competitive probe labeling, primary screen, biochemical, fluorescence polarization, FP-Rh probe, HTS; AID 2130, 2009; hit rate 0.53% among 320,000; recombinant PME-1; inhibition, % at 5.9 µM; Protein phosphatase methylesterase 1 (Homo sapiens), Q9Y570;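 active = inhibition above the campaign mean of all compounds plus 3 SD, cut at about 26% in these data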;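 also: competitive labeling of PME-1 active site by serine hydrolase directed probe; 0% = PME-1 with DMSO and 100% = wells lacking PME-1 enzyme; inhibitors block probe labeling so polarization falls and inhibition rises; many of its hits are not listed in these tables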
# PAD4 FP inh: human PAD4 inhibitors, primary screen, biochemical, fluorescence polarization, 1536-well format; hit rate 0.41% among 330,000; inhibition, % at 6.36 µM; AID 485272, 2010; recombinant PAD4, RCA probe fluorescence polarization;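 active = percent inhibition above a cutoff equal to the mean of all tested compounds plus 3 SD, cut at about 15% in these data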;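 also: 0% = PAD4 with RCA probe and DMSO and 100% = probe without PAD4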
# PAFAH1B3 FP inh: PAFAH1B3 enzyme inhibitors, primary screen, biochemical, fluorescence polarization, human; recombinant PAFAH1B3, FP-rhodamine probe; inhibition, % at 3.39 µM; hit rate 0.28% among 340,000;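 active = inhibition above the screen-wide average of all tested compounds plus 3 SD, cut at about 25% in these data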;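 also: 0% = enzyme with DMSO only and 100% = wells lacking PAFAH1B3 protein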
# PAFAH1B2 inh: PAFAH1B2 enzyme inhibitors, primary screen, biochemical, fluorescence polarization, human; AID 492953, 2010; inhibition, % at 3.39 µM; recombinant PAFAH1B2, FP-rhodamine activity probe; hit rate 1.2% among 340,000;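 active = inhibition above the mean of all tested compounds plus 3 SD, cut at about 24% in these data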;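 also: 0% = enzyme with DMSO and 100% = wells lacking PAFAH1B2; many of its hits are not listed in these tables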
# GSTO1 inh: inhibitors of recombinant GSTO1, primary screen, counter-screen for RBBP9 inhibitor project, biochemical, fluorescence polarization; Glutathione S-transferase omega-1 (Homo sapiens), P78417; activity-based probe fluorescence polarization; inhibition, % at 5.96 µM; hit rate 1.1% among 300,000; AID 1974, 2009;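 active = inhibition above the campaign mean inhibition plus 3 SD, cut at about 35% in these data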;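 also: 0% = GSTO1-1 with DMSO and 100% = wells lacking GSTO1-1 enzyme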
# Active calls of the source: *; x = not tested or not shown. The list is partial; count on the stated rates, not on these rows.
SMILES,PREPL inh,pPAFAH inh,LYPLA2 inh,LYPLA1 inh,PME-1 primary,PAD4 FP inh,PAFAH1B3 FP inh,PAFAH1B2 inh,GSTO1 inh
CC1CN(C(=O)c2cc(-c3ccc(Cl)s3)nc3ccccc23)CC(C)O1 (configuration not stated),4,-2,3,2,2,-3,1,1,-1
Fc1ccc(C2=Nn3c(Cc4ccccc4F)nnc3SC2)cc1,-22,2,28*,3,6,-1,5,-2,1
COCC(=O)N(Cc1cc2cc(OC)ccc2[nH]c1=O)c1ccccc1OC,-7,-2,6,1,-2,-2,5,0,3
COc1ccccc1C(CCNCc1ccc(N(C)C)cc1)c1ccc(OC(C)C)cc1 (configuration not stated),18,-5,-5,-5,-8,-5,4,-1,1
COc1cc2ncc(C(=O)c3ccccc3)c(N3CCN(Cc4ccccc4)CC3)c2cc1OC,-24,2,-3,-5,-3,3,10,3,1
COc1ccc2c(c1OC)C(=O)OC2N1C(=O)CC[C@H]1C(=O)Nc1ccc(F)cc1F (some centres not stated),1,6,5,-1,6,-9,5,6,-1
CCOc1ccc(-c2n[nH]c(C)c2Oc2ccc(OC)cc2)c(O)c1,1,11,-11,-12,-5,1,3,0,2
COc1ccc(NC(=O)c2ccc3nc(-c4ccccc4)c(-c4ccccc4)nc3c2)c(OC)c1,2,6,-3,-1,0,-2,3,-3,2
CCOc1cc(CN2CCC(CO)(Cc3cccc(C(F)(F)F)c3)CC2)ccc1OC,3,2,1,1,4,-1,-1,2,1
O=C(CC(Nc1ccc(F)cc1)c1ccccc1)c1ccccc1 (configuration not stated),21,0,-4,-3,3,-4,-3,4,3
COc1cc(C2NC(=O)NC(C)=C2C(=O)OCC2CCCO2)cc(OC)c1OC (configuration not stated),-6,3,2,-2,-3,-4,-6,1,0
COc1ccc(CNC(=O)C2CCN(S(=O)(=O)c3cccc4nsnc34)CC2)cc1,1,4,-3,4,5,-3,3,2,-4
O=C(CSc1nnc(-c2cccnc2)o1)Nc1ccc(Br)cc1,-5,-1,6,-4,1,-1,1,5,6
COCCN(CC1CCCN(C2Cc3ccccc3C2)C1)C(=O)CCC(N)=O (configuration not stated),-19,0,5,-1,0,0,8,6,3
Cc1cc(C)n(-c2nc3nonc3nc2-n2nc(C)cc2C)n1,6,-5,5,1,4,-11,4,5,-3
O=C(Cc1ccc(S(=O)(=O)N2CCCCC2)s1)Nc1cccc2ccccc12,31,4,-7,-4,5,4,3,0,3
CCN1C(=O)C(C(=O)c2ccccc2)SC1=S (configuration not stated),-20,-9,-2,2,0,-32,11,2,0
Cc1cc(Cl)n2ncc(-c3ccccc3)c2n1,-4,3,1,1,6,1,-32,4,-4
Cc1cc(Nc2ccccc2F)n2ncnc2n1,-4,2,-8,1,1,-4,10,2,6
CSc1ncccc1C(=O)OC(C)C(=O)Nc1cccc(S(=O)(=O)N2CCOCC2)c1 (configuration not stated),2,5,x,x,x,4,12,-3,x

# Five compounds picked at random from those above, as already listed:
SMILES,PREPL inh,pPAFAH inh,LYPLA2 inh,LYPLA1 inh,PME-1 primary,PAD4 FP inh,PAFAH1B3 FP inh,PAFAH1B2 inh,GSTO1 inh
Cc1cc(C)n(-c2nc3nonc3nc2-n2nc(C)cc2C)n1,6,-5,5,1,4,-11,4,5,-3
CC1CN(C(=O)c2cc(-c3ccc(Cl)s3)nc3ccccc23)CC(C)O1 (configuration not stated),4,-2,3,2,2,-3,1,1,-1
O=C(CSc1nnc(-c2cccnc2)o1)Nc1ccc(Br)cc1,-5,-1,6,-4,1,-1,1,5,6
COc1ccccc1C(CCNCc1ccc(N(C)C)cc1)c1ccc(OC(C)C)cc1 (configuration not stated),18,-5,-5,-5,-8,-5,4,-1,1
CCOc1ccc(-c2n[nH]c(C)c2Oc2ccc(OC)cc2)c(O)c1,1,11,-11,-12,-5,1,3,0,2

# The results go on:
SMILES,PREPL inh,pPAFAH inh,LYPLA2 inh,LYPLA1 inh,PME-1 primary,PAD4 FP inh,PAFAH1B3 FP inh,PAFAH1B2 inh,GSTO1 inh
CCOc1cc(/C=C/c2nc3ccccc3s2)ccc1OCC(=O)N1CCOCC1,27,6,-2,-2,-3,-4,0,2,-2
c1ncn(C23CC4CC(CC(C4)C2)C3)n1,2,0,-4,5,1,-2,-1,14,0
CC(=O)Nc1ccc(Cl)cc1C1COC(=O)C1=N (configuration not stated),7,-1,13,0,0,2,0,2,0
O=C(Oc1cccc(NC(=O)c2cccs2)c1)c1cccc(S(=O)(=O)N2CCCC2)c1,0,-3,-46,-28,-18,-1,4,2,1
O=c1cc(Cc2nnc(SCc3ccccc3)n2-c2ccc(Cl)cc2)[nH]c(=O)[nH]1,-19,7,4,-1,-2,-2,8,-1,6
CCOCCCNC(=O)NC12CC3CC(CC(C3)C1)C2,9,-1,-7,-4,1,0,-4,6,4
CC(NC(=O)COC(=O)/C=C/c1ccc(Cl)cc1)c1ccccc1 (configuration not stated),-8,3,-5,-4,0,-4,7,9,2
O=C(NCCc1c[nH]c2ccccc12)Nc1cccc2ccccc12,14,4,4,-2,5,2,3,14,-4
CCOC(=O)C1(Cc2ccc(OC)cc2)CCN(C(=O)c2ccoc2C)CC1,2,4,0,-2,3,-3,9,6,5
Cc1cccc(S(=O)(=O)Nc2nc3ccccc3nc2NCC2CCCO2)c1 (configuration not stated),3,8,-3,-1,10,-1,4,4,8
Cc1nc(C)c(C(=O)NCc2ccc(Cl)cc2)o1,4,2,0,0,1,0,-3,4,3
O=C(C1COc2ccccc2O1)N1CCN(Cc2ccc3c(c2)OCO3)CC1 (configuration not stated),6,4,8,1,3,-2,6,-1,8
CCCCc1c(C(=O)O)cc(OC)cc1C(=O)O,6,2,2,-2,-3,-2,-1,2,-5
CCC1CN(C(=O)N2CCC(C(=O)NCc3ccco3)CC2)c2cc(C)ccc2O1 (configuration not stated),0,1,-2,2,-1,-1,-4,5,-4
CC(OC(=O)CCC1CCCC1)C(=O)Nc1ccccc1[N+](=O)[O-] (configuration not stated),-2,9,7,2,1,3,0,8,7
CCN(CCC(=O)Nc1ccc(Br)c(C)c1)Cc1ccccc1,11,3,0,-3,-2,2,2,0,4
Cc1ccc(C2(c3ccccc3)NC(=O)N(CC(=O)NC3CCS(=O)(=O)C3)C2=O)cc1C (configuration not stated),-4,3,-5,1,0,-3,3,-1,x
CC(=O)N1CCc2cc(S(=O)(=O)NC(C(=O)N3CCN(c4ccccc4F)CC3)C(C)C)ccc21 (configuration not stated),8,0,7,-3,-2,4,5,4,-6
COc1ccc(-c2cc(C(=O)N(C)Cc3ccccc3F)c3ccccc3n2)cc1OC,-11,1,-5,1,17,-2,1,-3,-4
Cc1cccc(C)c1NC(=O)CC(C)c1ccccc1 (configuration not stated),1,2,-1,-2,-4,-1,14,5,-1

# Shown with each value named: entries from further up
c1ncn(C23CC4CC(CC(C4)C2)C3)n1
  PREPL inh = 2
  pPAFAH inh = 0
  LYPLA2 inh = -4
  LYPLA1 inh = 5
  PME-1 primary = 1
  PAD4 FP inh = -2
  PAFAH1B3 FP inh = -1
  PAFAH1B2 inh = 14
  GSTO1 inh = 0

CC(=O)Nc1ccc(Cl)cc1C1COC(=O)C1=N (configuration not stated)
  PREPL inh = 7
  pPAFAH inh = -1
  LYPLA2 inh = 13
  LYPLA1 inh = 0
  PME-1 primary = 0
  PAD4 FP inh = 2
  PAFAH1B3 FP inh = 0
  PAFAH1B2 inh = 2
  GSTO1 inh = 0

# Grouped by structure, the compounds so far containing an aryl thioether with sulfur outside any ring (three)
SMILES,PREPL inh,pPAFAH inh,LYPLA2 inh,LYPLA1 inh,PME-1 primary,PAD4 FP inh,PAFAH1B3 FP inh,PAFAH1B2 inh,GSTO1 inh
O=C(CSc1nnc(-c2cccnc2)o1)Nc1ccc(Br)cc1,-5,-1,6,-4,1,-1,1,5,6
CSc1ncccc1C(=O)OC(C)C(=O)Nc1cccc(S(=O)(=O)N2CCOCC2)c1 (configuration not stated),2,5,x,x,x,4,12,-3,x
O=c1cc(Cc2nnc(SCc3ccccc3)n2-c2ccc(Cl)cc2)[nH]c(=O)[nH]1,-19,7,4,-1,-2,-2,8,-1,6

# The listing continues.
SMILES,PREPL inh,pPAFAH inh,LYPLA2 inh,LYPLA1 inh,PME-1 primary,PAD4 FP inh,PAFAH1B3 FP inh,PAFAH1B2 inh,GSTO1 inh
Cc1ccc(NS(=O)(=O)c2cccc3nsnc23)cc1,-9,6,5,0,2,2,9,10,14
CCN(CC)S(=O)(=O)c1ccc2[nH]cc(C(=O)NCCCN3CCCCC3)c(=O)c2c1,-1,6,-5,0,-2,-5,5,3,-2
CCS(=O)(=O)Nc1cccc(C2=NN(C(C)=O)C(c3cccs3)C2)c1 (configuration not stated),6,-6,-3,3,0,-5,9,2,1
COc1ccc(C(=O)NCC(=O)OCC(=O)Nc2c(C)n(C)n(-c3ccccc3)c2=O)cc1,-11,0,7,5,0,-1,0,5,-2
COc1cccc(/C(C)=N/NC(=O)c2cc(-c3cccnc3)nc3ccccc23)c1,22,-7,-7,-8,-9,2,10,5,-4
CCOC(=O)C1CCN(S(=O)(=O)c2ccc(Cl)nc2)CC1,2,0,1,0,1,0,1,3,3
COCCCN1CCN(C2Cc3ccccc3Sc3ccc(Cl)cc32)CC1 (configuration not stated),-11,6,-7,-1,-5,-7,4,-3,1
CCOC(=O)c1sc(NC(=O)CN2CCCC2)c(C(=O)OCC)c1C,9,4,4,2,-1,-3,2,5,-1
CCC(=O)OCC(=O)[C@@]1(OC(=O)CC)[C@@H](C)C[C@H]2[C@@H]3CCC4=CC(=O)C=C[C@]4(C)[C@@]3(Cl)[C@@H](O)C[C@@]21C,19,3,0,0,1,1,5,1,-5
C#CCOc1ccc(C2C3=C(CC(C)(C)CC3=O)N(CC(=O)O)C3=C2C(=O)CC(C)(C)C3)cc1OC,-11,0,2,-5,-2,-7,6,4,-2
Cc1ccc(C(=O)NNC(=O)c2ccccc2)cc1S(=O)(=O)N1CCCCC1,4,4,-3,-9,2,-2,8,-3,x
CCc1cc(C(=O)NNC(=S)Nc2ccccc2C)cs1,5,2,7,1,-4,4,9,9,0
NS(=O)(=O)c1ccc(CCNC(=O)c2ccc(Cl)nc2)cc1,3,-4,3,8,2,-7,5,4,2
COc1ccc(C)cc1S(=O)(=O)Nc1cccc(C)c1,0,7,-2,0,4,-1,7,1,-4
Cc1ccc(S(=O)(=O)N(c2ccccc2)C2CCS(=O)(=O)C2)cc1 (configuration not stated),11,3,0,-1,-6,2,5,0,9

# An excerpt from above, showing only PREPL inh and PAD4 FP inh.
mol,PREPL inh,PAD4 FP inh
CCC1CN(C(=O)N2CCC(C(=O)NCc3ccco3)CC2)c2cc(C)ccc2O1 (configuration not stated),0,-1
CC(OC(=O)CCC1CCCC1)C(=O)Nc1ccccc1[N+](=O)[O-] (configuration not stated),-2,3

# Compound activity as filed in PubChem BioAssay.
